From PubChem BioAssay
NTR1 ag: NTR1-driven beta-arrestin-GFP spot formation – imaging, U2OS cells, high content, primary screen (AID 493036); hit rate 0.17% among 330,000; agonist mode; activation, % at 20 µM;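 active = activation at or above 40% of the spot to cytoplasm intensity ratio, with at least 20 cells analyzed; inconclusive = wells under 20 cells, flagged as cytotoxic or low count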;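 note: 0% = DMSO without peptide and 100% = 100 nM NTR1 peptide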
Target sequence (P30989 whole entry, looked up): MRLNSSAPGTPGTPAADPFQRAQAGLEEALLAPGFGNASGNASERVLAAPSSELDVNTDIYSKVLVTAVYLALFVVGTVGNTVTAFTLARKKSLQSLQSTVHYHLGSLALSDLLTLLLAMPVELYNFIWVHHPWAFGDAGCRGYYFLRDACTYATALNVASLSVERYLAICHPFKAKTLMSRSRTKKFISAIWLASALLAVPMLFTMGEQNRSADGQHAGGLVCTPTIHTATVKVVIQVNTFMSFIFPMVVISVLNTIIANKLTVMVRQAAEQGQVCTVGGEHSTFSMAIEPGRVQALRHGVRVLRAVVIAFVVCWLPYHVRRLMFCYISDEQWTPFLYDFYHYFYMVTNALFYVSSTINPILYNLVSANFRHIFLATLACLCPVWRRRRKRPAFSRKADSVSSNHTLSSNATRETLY
GPR55 activation: GPR55 agonists via beta-arrestin recruitment, primary screen, imaging, U2OS cells, beta-arrestin-GFP redistribution (AID 1961) | U2OS GPR55 beta-arrestin-GFP redistribution imaging; higher % means a stronger effect | activation, % at 10 µM, or EC50 in µM where a hit was titrated | hit rate 0.048% among 290,000;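 active = activation above 40% with more than 50 cells counted in the well; inconclusive = wells holding fewer than 50 cells, flagged as toxic or sparse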;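 note: U2OS osteosarcoma cells stably expressing GPR55 and beta-arrestin-GFP; plate controls were DMSO negative control for no effect and LPI positive control for full effect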
GPR35 antagonists: GPR35 antagonists blocking zaprinast-driven arrestin recruitment, primary screen, imaging, U2OS, beta-arrestin-GFP, zaprinast agonist (AID 2058) | U2OS GPR35 beta-arrestin-GFP translocation imaging, zaprinast antagonism; higher % means a stronger effect | inhibition, % at 10 µM; hits with a dose series show IC50 in µM | hit rate 0.052% among 290,000;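 active = inhibition of at least 50% with at least 30 cells and total cytoplasm GFP at most 10,000,000; inconclusive = under 30 cells or total GFP of 10,000,000 plus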
Rac1 GTP hydrolysis: MgcRacGAP GTPase-activating activity inhibitors, confirmation, biochemical, ADP Hunter fluorescence; MgcRacGAP-stimulated Rac1 GTP hydrolysis, ADP Hunter fluorescence; higher % means a stronger effect; GST-tagged Rac1 F28L mutant substrate; inhibition, % at 30 µM, or IC50 in µM where a hit was titrated; hit rate 0.6% among 340,000; AID 624330;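 active = first-screen hits whose inhibition reached a set limit at any dose in the follow-up dose series; inconclusive = inhibition above the set first-screen limit but never retested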;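 note: fluorescence reports GDP produced by GAP-driven GTP hydrolysis; strong numbers were not always called active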
GPR55 LPI antagonism: inhibition of LPI-stimulated GPR55 beta-arrestin translocation – imaging, U2OS, beta-arrestin-GFP, LPI agonist, primary screen (AID 2013); hit rate 0.13% among 290,000; U2OS GPR55 beta-arrestin-GFP translocation imaging, LPI antagonism; higher % means a stronger effect; inhibition, % at 10 µM, or IC50 in µM where a hit was titrated;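 active = spots per cell inhibited over 60%, with over 100 cells counted and total cytoplasm intensity under 500,000; inconclusive = wells with under 100 cells, flagged as likely toxic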;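 note: U2OS cells stably carrying GPR55 and arrestin-GFP stimulated by 5 µM LPI near EC80; imaged beta-arrestin-GFP aggregate spots per cell after agonist stimulation; plate controls were LPI-stimulated DMSO wells for no effect and DMSO wells without LPI for full effect; some results filed as inactive read as strong as hits; confirmed hits need IC50 under 10 µM and bright autofluorescent wells are also inconclusive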
NS5 inhibitors: flavivirus cap methylation enzyme inhibition – biochemical, confirmation dose response, primary screen (AID 588689) | Dengue-2 NS5 methyltransferase capping enzyme assay, biochemical; higher % means a stronger effect | inhibition, % at 25 µM; hits with a dose series show IC50 in µM | hit rate 0.3% among 340,000; in the data active = a potency from the dose series; inconclusive = inhibition above about 29% without an active follow-up result
AID2073: disruptors of CaV2.2 binding to Mint1 – biochemical, HTRF (AID 2073); HTRF protein-protein interaction, Mint1-CaV2.2; higher % means a stronger effect; inhibition, % at 20 µM; hits with a dose series show IC50 in µM; hit rate 0.19% among 290,000; in the data active = inhibition mostly above about 51%, no sharp cut-off; inconclusive = no clear call, values can overlap the other calls; inactive = mostly below about 53%; note: some results filed as inactive read as strong as hits
Yfh1-depleted yeast: enhancers of respiration in Yfh1-depleted yeast, dose response, Friedreich's ataxia, plus single-dose screen (AID 1465); S. cerevisiae Yfh1-off respiration, WST-1 reduction, 72 h; higher fold induction means a stronger effect; fold induction at 50 µM; hits with a dose series show EC50 in µM; hit rate 0.074% among 220,000;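 active = fold induction of absorbance versus untreated yeast above a set limit, then at least 30% activation at any dose in follow-up; inconclusive = repeats straddling the limit, or above it without dose testing; inactive = fold induction below the set limit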;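 note: activators that raise dye reduction in frataxin-depleted yeast; strong numbers were not always called active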
SV40 large T antigen: SV40 large T antigen inhibitors, biochemical (AID 1903); SV40 large T antigen ATPase/helicase inhibition assay; higher % means a stronger effect; inhibition, % at 20 µM, or IC50 in µM where a hit was titrated; hit rate 0.39% among 310,000; in the data active = a potency from the dose series; inconclusive = inhibition mostly from about 32% at the one dose, without a potency; inactive = the rest, 99 in 100 with inhibition below about 32%; note: strong numbers were not always called active
NTR1 ag cell count 20 µM: also measured in NTR1 ag; calls as there; cell count; measured here: cell count, cytotoxicity flag
NS5 inhibitors pilot replicate: also measured in NS5 inhibitors; calls as there; inhibition, %; measured here: pilot screen replicate inhibition
Active calls of the source: *; i = inactive; ? = inconclusive; / = not tested or not shown. Hits appear at their usual frequency, and some 1.7% of all compounds hit somewhere here.

SMILES	NTR1 ag	NTR1 ag cell count 20 µM	GPR55 activation	GPR35 antagonists	Rac1 GTP hydrolysis	GPR55 LPI antagonism	NS5 inhibitors	AID2073	Yfh1-depleted yeast	SV40 large T antigen	others
COc1ccc(OC)c(NC(=S)NCCSc2ccc(C)cc2)c1	1.5	50	-0.2%	-12%	7%	6%	1%	-4%	i	3%
Cc1cc(C(=O)Nc2ccc(F)c(Cl)c2)on1	-0.2	89	0.0%	11%	3%	18%	-9%	-4%	/	8%
COc1ccc(-c2cn3cccnc3n2)cc1NS(=O)(=O)c1ccccc1	0.9	63	0.7%	-8%	11%	8%	-7%	24%	i	4%
CCOC(=O)CSc1nc2cc(C(=O)OC)ccc2c(=O)n1CCN1CCOCC1	-2.1	76	0.2%	-6%	7%	-2%	-9%	5%	i	7%	NS5 inhibitors pilot replicate=-0.9
O=C(O)C(F)(F)S(=O)(=O)O	-1.1	95	0.2%	26%	2%	-13%	2%	?	i	-2%
CCOc1ccc2nc(SCC3CC3(Cl)Cl)[nH]c2c1 (stereo unspecified)	-0.8	47	0.0%	-8%	12%	-14%	8%	0%	i	4%
COc1ccc(C(=O)NCC(=O)OCC(=O)c2ccc3c(c2)OCCO3)cc1	1.4	87	0.0%	8%	5%	7%	1%	0%	i	2%
O=C(COc1ccccc1Cl)NC(=S)Nc1cccc(NC(=O)c2ccccc2Cl)c1	1.1	59	-0.1%	-1%	4%	8%	-4%	6%	i	3%
O=C1c2ccccc2C(=O)N1CCCSc1nc2ccccc2o1	3.0	38	-0.2%	-12%	14%	-4%	-2%	-3%	i	26%
COc1cccc(N=NC2C(=O)N(C(N)=S)N=C2C)c1 (stereo unspecified)	1.0	29	/	/	-4%	/	1%	/	/	18%
COc1cccc(Nc2ncccc2C(=O)NCc2ccccc2)c1	/	/	-0.1%	-2%	15%	10%	19%	-9%	i	4%
C[C@H](NC(=O)OC(C)(C)C)c1nnc(SCC(=O)Nc2ccc(Br)cc2)o1	1.1	85	0.3%	2%	1%	7%	-10%	-7%	i	-1%	NS5 inhibitors pilot replicate=-5.8
O=C(c1c(F)cccc1Cl)N1CCN(c2ccccn2)CC1	0.3	53	0.3%	12%	3%	10%	-6%	-12%	/	7%
Cc1cccc(C)c1NC(=O)CSc1nnc(-c2ccco2)c(-c2ccco2)n1	-1.1	70	0.2%	-9%	?	-5%	?	15%	i	?
c1ccn2cc(-c3ccc4c(c3)OCO4)cc2c1	1.6	71	0.2%	-1%	12%	3%	10%	10%	i	5%
CN(C)S(=O)(=O)c1cccc(NC(=S)N/N=C/C(=O)c2ccccc2)c1	2.1	87	?	-3%	6%	9%	-3%	-22%	i	21%
Cc1ccc(SC[C@H](Cc2ccccc2)N2CCN(C)CCC2=O)cc1	2.3	86	-0.1%	10%	8%	-6%	4%	7%	i	/
N#CC(C#N)=C(Nc1ccc(F)cc1)SCc1cccc(Br)c1	/	/	-0.2%	-20%	8%	2%	6%	4%	i	3%
O=C(Oc1c(-c2ccco2)oc2ccccc2c1=O)c1cccnc1	1.6	67	0.1%	3%	15%	2%	-1%	5%	i	16%
COc1ccc(Cn2c(=O)[nH]c3cc(C(=O)N4CCN(Cc5ccccc5)CC4)ccc3c2=O)cc1	-0.6	75	0.2%	-10%	5%	0%	-7%	17%	i	11%
CCOC(=O)C1=C(C)NC(=S)N(C(C)=O)C1c1ccc(OC)c(OC)c1 (stereo unspecified)	0.0	45	0.3%	-5%	/	-2%	/	-2%	i	15%
Cc1ccc(-c2nnc(SCC(=O)CC(=O)Nc3ccccc3)n2-c2ccccc2)cc1	1.2	74	-0.1%	2%	1%	-10%	0%	17%	i	4%	NS5 inhibitors pilot replicate=-3.6
CCn1c(SCC(=O)Nc2nonc2C)nnc1-c1ccoc1C	-0.5	53	1.4%	-6%	-10%	-3%	2%	0%	i	21%
O=C(c1ccccc1[N+](=O)[O-])n1cnc2ccccc21	2.3	92	-0.1%	4%	13%	7%	0%	-5%	i	1%
COCCn1c(Cc2ccccc2)nnc1SCc1ccc([N+](=O)[O-])cc1	-1.2	58	0.5%	-8%	-16%	-6%	16%	-8%	i	6%
O=C(c1cn(-c2ccccc2)nc1-c1ccccc1)N1CCOCC1	-1.3	75	-0.1%	4%	4%	-2%	2%	-8%	i	26%
CS(=O)(=O)N(CC(=O)N1CCN(Cc2ccccc2)CC1)C1CCCCC1	-1.4	86	0.0%	-10%	5%	-2%	2%	-9%	i	11%
O=C(O)c1ccc(NS(=O)(=O)c2cccc(C(=O)Nc3cccc(C(=O)O)c3)c2)cc1	-0.9	68	-0.1%	3%	6%	-5%	3%	17%	/	-3%
Cc1ccc2[nH]c3c(c2c1)CN(C(=O)CN1CCN(Cc2ccc4c(c2)OCO4)CC1)CC3	1.6	44	-0.2%	-1%	18%	10%	19%	-17%	i	5%
CC(C)(C)OC(=O)N1CCC(CC2CC(c3ccccc3)=NO2)(C(=O)O)CC1 (stereo unspecified)	1.8	49	/	/	-1%	/	-4%	/	i	8%
Cc1ccc(N2CC(C(=O)NCCS(=O)(=O)N3CCN(c4ccccc4F)CC3)CC2=O)cc1 (stereo unspecified)	0.0	68	0.1%	7%	6%	16%	-2%	20%	/	6%
CN(C(=O)/C=C/c1ccc2c(c1)OCO2)c1ccccc1	1.0	76	-0.2%	4%	8%	5%	4%	8%	i	6%
COc1cccc(-c2ccc(C#N)c(SCC(=O)NCc3ccco3)n2)c1	0.9	53	0.1%	4%	7%	25%	-2%	24%	i	25%
CC(C)(C)n1nnnc1CN1CCN(C2CCCC2)CC1	-0.4	51	1.3%	8%	9%	18%	3%	-1%	i	14%
CC1CN(S(=O)(=O)c2ccc(NC(=O)c3cc(-c4ccccc4O)n[nH]3)cc2)CC(C)O1 (stereo unspecified)	4.3	74	-1.0%	11%	3%	3%	7%	3%	i	2%
Cc1cc(=O)oc2cc(OC(C)C(=O)NCC3CCC(C(=O)O)CC3)ccc12 (stereo unspecified)	-0.6	104	-0.1%	0%	4%	-2%	-1%	7%	/	-8%
C/C(=C\C(=O)Nc1nccs1)c1ccccc1	1.4	45	-0.1%	4%	2%	-2%	-4%	-3%	i	8%
O=C(CSc1c2c(nc3cc(Cl)ccc13)CCCC2)NCc1ccco1	4.3	85	-0.1%	-5%	10%	8%	-9%	12%	i	26%
O=C1C2Sc3[nH]c(=O)sc3C(c3ccccc3)C2C(=O)N1c1ccccc1 (stereo unspecified)	1.8	39	-0.1%	-1%	10%	-6%	10%	-9%	i	12%
CCCOc1cccc(-c2cc(C(=O)NN)c3ccccc3n2)c1	0.6	58	-0.2%	9%	7%	8%	0%	12%	i	19%
COC(=O)/C=C/c1c(C)nc(NCc2ccccc2)nc1Cl	-2.1	86	-0.1%	1%	5%	-1%	-4%	-4%	/	4%
CC1CCN(c2nc(N3CCCCC3)nc(N3CCCCC3)n2)CC1	4.8	37	0.1%	2%	9%	1%	-10%	7%	i	12%
O=C(CCSc1nccn1Cc1ccccc1)N1CCOCC1	-1.1	87	-0.5%	2%	1%	10%	-5%	3%	i	8%
Cc1ccc(N(CC(=O)N/N=C/c2ccc(OC3CSC3)cc2)S(=O)(=O)c2ccccc2)c(C)c1	-0.6	80	-0.1%	5%	2%	-7%	3%	9%	i	21%
COc1ccccc1NC(=S)NC1CCCCC1	0.4	38	-0.3%	20%	17%	11%	-1%	1%	i	12%
c1ccc(-c2noc(CSc3nnnn3-c3ccccc3)n2)cc1	1.8	62	-0.1%	15%	-4%	12%	-3%	-1%	i	1%
Fc1cccc(Nc2ncnc3sc4c(c23)CCC4)c1	4.6	38	-0.3%	-19%	4%	1%	-3%	6%	i	13%
CN1CCN(c2ccc(Nc3ccnc4cc(Cl)ccc34)cc2)CC1	0.1	60	-0.1%	10%	?	17%	/	6%	/	22%
COc1cccc(NC(=O)CNC(=O)c2ccccc2)c1	1.0	42	-0.2%	-23%	6%	-4%	1%	23%	i	9%
COc1cc(NC(=O)CCc2nnc3ccc(N4CCC(C)CC4)nn23)cc(OC)c1	1.0	67	-0.1%	-11%	8%	0%	-8%	11%	/	12%
CCOc1ccc(C(=O)O/N=C(\N)c2ccccn2)cc1	0.4	39	-0.3%	-17%	-1%	-8%	/	-6%	/	2%
O=C(COC(=O)c1ccc(S(=O)(=O)NCc2ccco2)cc1)Nc1ncc(Cl)cc1Cl	0.5	59	-0.2%	-1%	4%	-5%	2%	14%	i	7%
COc1ccc(-c2nnn(CC(=O)NC3CCCc4ccccc43)n2)cc1OC (stereo unspecified)	1.6	73	-0.6%	3%	8%	-4%	4%	2%	i	/
COc1ccc(N(CC(=O)N/N=C(\C)CCc2ccccc2)S(=O)(=O)c2ccc(C)cc2)cc1	1.5	50	0.7%	-2%	1%	-3%	-9%	6%	i	8%
CCN(CC)CCN(C(=O)c1ccc(S(=O)(=O)N(C)C2CCCCC2)cc1)c1nc2c(C)cccc2s1	4.6	66	-0.1%	-5%	12%	22%	-1%	11%	/	6%
NC(=O)Cn1c(=O)n(-c2ccccc2)c(=O)c2oc3ccccc3c21	-0.2	67	0.1%	-6%	4%	-6%	-3%	10%	i	12%
Cn1c(C(=O)OCC(=O)NCCc2ccccc2)cc2sccc21	2.1	46	0.4%	-15%	-11%	-4%	-3%	6%	i	1%
CCOC(=O)c1ccc(N2C(=O)CC(NNC(=O)c3ccc(Br)s3)C2=O)cc1 (stereo unspecified)	-0.1	45	0.2%	7%	/	1%	/	-11%	i	5%
CCn1c(O)c(N=NC(=O)CNC(=O)c2ccco2)c2ccccc21	-1.1	76	0.5%	-9%	11%	-1%	2%	-5%	i	8%
Cc1ccc(OCCNC(=O)CCNS(=O)(=O)c2ccc(Br)cc2)cc1	-1.4	49	/	/	2%	/	0%	/	/	7%
Cc1cc(C)cc(OCC(=O)Nc2cccc(-c3nnc(-c4ccco4)o3)c2)c1	15	44	-0.2%	1%	-7%	21%	0%	5%	i	3%
